Scp1 inh = Scp-1 phosphatase inhibitors, primary screen, biochemical, colorimetric, uHTS; 340,000 tested, 0.88% active; inhibition, % at 20 µM; Carboxy-terminal domain RNA polymerase II polypeptide A small phosphatase 1 (Homo …; Recombinant Scp1, phosphopeptide, malachite green phosphate absorbance;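 active = inhibition above about 50% at 20 µM, limit read from the data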;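 note: plate controls were DMSO wells with enzyme for no effect and wells lacking enzyme for full effect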
Target sequence (Q9GZU7 76-261 limits assumed): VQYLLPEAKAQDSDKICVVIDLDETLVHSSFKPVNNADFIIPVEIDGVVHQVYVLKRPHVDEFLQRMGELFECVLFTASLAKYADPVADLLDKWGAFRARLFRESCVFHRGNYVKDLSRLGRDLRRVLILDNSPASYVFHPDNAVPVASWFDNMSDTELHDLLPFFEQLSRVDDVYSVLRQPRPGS
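Test system: SCP-1 catalytic domain; Buffer or medium: Acidic Tris acetate buffer with magnesium and detergent; Also added: Phosphorylated 17-residue peptide substrate; Compound: single 20 µM dose, 1% DMSO; Schedule: enzyme reaction 45 min at room temperature, colour 5 min, stabilisation 30 min; Signal: Phosphate-binding colour reagent, absorbance read at 630 nm.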
Rpn11 block = Rpn11 (PSMD14) deubiquitinase inhibitors, primary screen, biochemical, fluorescence polarization, uHTS | 26S proteasome non-ATPase regulatory subunit 14 (Homo sapiens), O00487 | human 26S proteasome, Ub4-pepOG fluorescence polarization; 20S core pre-blocked with epoxomicin | calls only at 20 µM | 360,000 tested, 0.59% active | AID 588493, 2011;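 active = inhibition at 20 µM, scaled to each plate's controls, above about 33%, limit read from the data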
CSN deneddyl inh = inhibitors of CSN-mediated cullin deneddylation, primary screen, biochemical, fluorescence polarization, uHTS; COP9 signalosome complex subunit 5 (Homo sapiens), Q92905; Purified CSN, SCF-Nedd8-OG deneddylation; inhibition, % at 12.5 µM; 360,000 tested, 0.38% active; AID 651999, 2013;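 active = pattern-corrected inhibition above about 35%, with an unprinted fluorescence ratio check between 0.5 and 1.5, limit read from the data, passing the limit was not always enough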;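 note: 0% = enzyme with substrate and 100% = substrate without enzyme; some results filed as inactive read as strong as hits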
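Assay system: HEK293T-derived human Csn5 enzyme; quantity: 0.24 nM enzyme; medium: Tris/NaCl/DTT buffer, pH 7.5; also added: substrate SCFSkp2-Nedd8OG, 10 nM; doses: 12.5 µM compound; schedule: 90 min reaction at room temperature; signal: FP; read-out: % inhibition of substrate cleavage by Csn5; benchmarks: substrate-only high control, full reaction low control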
Rin1-Abl PPI inh = inhibitors of Rin1-Abl protein binding, primary screen, biochemical, TR-FRET; inhibition, % at 7.35 µM; 360,000 tested, 0.4% active; in the data active = inhibition above about 5%, passing the limit was not always enough
STEP block = STEP phosphatase inhibitors, primary screen, biochemical, fluorescence intensity, uHTS; Tyrosine-protein phosphatase non-receptor type 5 (Homo sapiens), P54829; recombinant STEP, OMFP fluorogenic substrate; inhibition, % at 20 µM; 360,000 tested, 0.25% active; AID 588621, 2011;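 active = inhibition at 20 µM, scaled per plate between control wells, above about 37%, limit read from the data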;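 note: 0% = DMSO with enzyme and substrate and 100% = substrate only without enzyme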
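Also added – OMFP at 25 µM · Test system – STEP tyrosine phosphatase · Technique – FITC-channel fluorescence of OMFP product · Schedule – 20 min at room temperature, dark · Evaluation – control-normalized % inhibition with plate pattern correction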
SUMO1 PPI mod = modulators of SUMO1 protein-protein interactions, primary screen, biochemical, uHTS | Small ubiquitin-related modifier 1 (Homo sapiens), P63165 | SUMO1 binding to a labelled peptide, TR-FRET, 1 h | inhibition, % at 20 µM | 360,000 tested, 0.33% active | AID 602429, 2012; in the data active = inhibition above about 37%
NadD inh = inhibitors of S. aureus NadD, primary screen, biochemical, colorimetric, uHTS. inhibition, % at 20 µM. Nicotinate-nucleotide adenylyltransferase NadD (Staphylococcus aureus N315). purified NadD enzyme, colorimetric absorbance read-out. 360,000 tested, 0.78% active; in the data active = inhibition above about 26%; note: some compounds past the cut are filed as inactive
Neddylation inh = inhibitors of cullin neddylation, primary screen, biochemical, TR-FRET, uHTS, NAE and Ubc12; calls only at 25 µM; 360,000 tested, 0.58% active; AID 651699, 2012; in the data active = inhibition above about 36%
Target sequence (P61081 whole entry, looked up): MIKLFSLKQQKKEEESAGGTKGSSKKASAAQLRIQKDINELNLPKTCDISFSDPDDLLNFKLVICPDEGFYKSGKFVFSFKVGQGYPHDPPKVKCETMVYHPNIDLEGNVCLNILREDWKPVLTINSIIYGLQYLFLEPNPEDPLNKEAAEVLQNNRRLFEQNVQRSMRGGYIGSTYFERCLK
Target sequence (Q13564 whole entry, looked up): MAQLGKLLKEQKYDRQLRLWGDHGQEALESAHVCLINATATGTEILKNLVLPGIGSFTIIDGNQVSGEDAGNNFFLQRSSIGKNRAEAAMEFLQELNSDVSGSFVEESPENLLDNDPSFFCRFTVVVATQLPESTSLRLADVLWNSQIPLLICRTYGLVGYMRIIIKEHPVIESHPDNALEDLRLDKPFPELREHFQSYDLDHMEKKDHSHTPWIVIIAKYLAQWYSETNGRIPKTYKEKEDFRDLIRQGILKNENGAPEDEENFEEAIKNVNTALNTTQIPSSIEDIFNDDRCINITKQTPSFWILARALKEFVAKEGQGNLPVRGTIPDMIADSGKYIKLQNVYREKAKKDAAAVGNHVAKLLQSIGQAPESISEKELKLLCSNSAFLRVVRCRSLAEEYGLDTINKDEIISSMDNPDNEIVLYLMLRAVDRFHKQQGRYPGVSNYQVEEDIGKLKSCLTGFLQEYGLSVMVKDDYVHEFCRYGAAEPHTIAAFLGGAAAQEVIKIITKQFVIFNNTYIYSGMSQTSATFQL
DNMT1 inh = human DNMT1 methyltransferase inhibitors, primary screen, biochemical, molecular beacon, fluorescence, HinP1I cleavage, uHTS | DNA (cytosine-5)-methyltransferase 1 (Homo sapiens), P26358 | inhibition (reported as % activation of signal), % at 10 µM | 360,000 tested, 0.83% active | AID 588458, 2011; in the data active = inhibition above about 50%
LMPTP inh = LMPTP phosphatase inhibitors, primary screen, biochemical, fluorescence intensity, uHTS; 360,000 tested, 0.22% active; AID 651560, 2012; recombinant LMPTP-A, OMFP fluorogenic substrate; inhibition, % at 20 µM; Low molecular weight phosphotyrosine protein phosphatase (Homo sapiens), P24666;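 active = compounds that cut the enzyme signal by at least half of the control window in the single-dose screen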;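 note: plate controls were DMSO wells with enzyme plus substrate for no effect and substrate without enzyme for full effect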
Target sequence (P24666 whole entry, looked up): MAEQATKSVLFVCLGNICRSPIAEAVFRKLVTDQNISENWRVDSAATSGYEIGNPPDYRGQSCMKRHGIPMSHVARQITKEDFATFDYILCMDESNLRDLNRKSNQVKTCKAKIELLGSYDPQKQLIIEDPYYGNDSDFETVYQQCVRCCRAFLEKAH
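test system = LMPTP-A | amount = 0.625 nM LMPTP-A final | reagent = fluorogenic phosphatase substrate OMFP at 400 µM final | incubation = 50 min at room temperature | benchmarks = no-enzyme low control, uninhibited high control | medium = Bis-Tris pH 6.0, DTT, detergent | signal = fluorescence intensity of OMFP turnover product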
* hit, by the source's call; i = inactive; . = no result given; + = active, no number.

SMILES | Scp1 inh | Rpn11 block | CSN deneddyl inh | Rin1-Abl PPI inh | STEP block | SUMO1 PPI mod | NadD inh | Neddylation inh | DNMT1 inh | LMPTP inh
COc1ccc(CN(C(=O)c2ccc(C)cc2)C2CCS(=O)(=O)C2)cc1 (centres undefined) | -4 | i | 0 | 1 | -2 | 0 | -1 | i | 0 | -1.9
O=C(CO/N=C1\CCCc2nonc21)Nc1ccc(Br)cc1 | -13 | i | -3 | -1 | -3 | 1 | -7 | i | -15 | -0.7
CC(NC(=O)CN(c1ccccc1F)S(C)(=O)=O)c1ccccc1 (centres undefined) | -12 | i | 0 | -2 | -1 | 3 | 2 | i | 0 | 0.7
O=C1NC2c3c(Cl)sc(Cl)c3C(=O)C2O1 (centres undefined) | 79* | i | 27 | 0 | 16 | 9 | 2 | i | 91* | 14
C/C(=N\N=C(c1ccccc1)c1ccccc1)c1ccco1 | -4 | i | 3 | 1 | -1 | 0 | -5 | i | -2 | -0.3
COc1ccc(OC)c2[nH]c(=O)c(CCNS(=O)(=O)c3ccc(F)cc3)cc12 | -6 | i | -4 | -1 | 0 | -7 | 0 | i | 5 | 0.9
CCOc1ccccc1N1CCN(CC(O)COc2ccc3c(C)cc(=O)oc3c2)CC1 (centres undefined) | 2 | i | -1 | -2 | 1 | -5 | -4 | i | 2 | 0.4
CCC(C(=O)N1CCN(Cc2ccc3c(c2)OCO3)CC1)n1nnc2ccccc2c1=O (centres undefined) | . | i | -1 | 1 | 2 | 3 | -1 | i | 3 | -0.6
CCC(CC)NC(=O)Cc1ccccc1OC | -10 | i | 1 | -1 | -3 | 1 | 0 | i | -1 | -1.2
N#Cc1c(NC(=S)NC(=O)C2CCCC2)sc2c1CCCCC2 | -7 | i | 8 | -2 | 4 | 3 | 14 | i | -4 | 5.6
CN(c1cccc(NC(=O)CN2C(=O)c3ccccc3S2(=O)=O)c1)S(C)(=O)=O | -11 | i | -4 | 1 | -1 | 0 | 5 | i | 0 | -2.0
O=C(O)c1ccccc1SSc1ccccc1C(=O)O | 11 | i | 1 | -1 | 4 | 11 | -6 | i | 1 | -1.5
O=C(Nc1ncccc1Cl)c1cccc(F)c1 | -8 | i | 2 | 1 | -2 | -1 | 11 | i | 3 | -0.1
Cc1nn(-c2ccccc2)c(Cl)c1C(=O)NCC(C)C | -2 | i | 0 | 0 | -5 | -1 | -2 | i | -1 | -2.1
CCOC(=O)CSc1nnc(CNC(=O)c2ccc(OC)cc2OC)n1-c1ccc(OC)cc1 | -6 | i | -3 | -2 | 4 | 2 | -1 | i | -6 | -1.0
Cc1c(NC(=O)c2ccc(Cl)c([N+](=O)[O-])c2)cccc1-n1cnnn1 | -3 | i | 0 | 3 | 0 | -23 | 0 | i | -3 | -1.1
Cc1ccc(NC(=O)COC(=O)COc2cccc3c2OC(C)(C)C3)cc1C | -6 | i | -2 | -2 | 2 | -5 | 1 | i | -1 | 1.2
N/C(=N/O)c1cccn1Cc1ccccc1[N+](=O)[O-] | -4 | i | -4 | 2 | -4 | -8 | -12 | i | -6 | -2.6
CSc1ccccc1NC(=O)CO/N=C(\C)c1cc2ccccc2o1 | -4 | i | 3 | 3 | 2 | 4 | -5 | i | 8 | 0.1
COc1cc2c(cc1OC)C(=NO)CCCC2 | . | i | -6 | 2 | 6 | 3 | -5 | i | 2 | -0.9
COc1ccccc1C(=O)NC(=O)COC(=O)CNC(=O)c1ccccc1 | -6 | i | -2 | 0 | 1 | 2 | 1 | i | 4 | -1.6
CC(C)(C)C(C(=O)NC1CCCC1)N1CCN(c2ncccc2C#N)CC1 (centres undefined) | . | . | -14 | . | . | -1 | . | i | . | 1.9
CCCc1cc(C(=O)OCC(=O)N(CCC)c2c(N)n(Cc3ccccc3)c(=O)[nH]c2=O)sc1C | -7 | i | -2 | 1 | -4 | 5 | 2 | i | 33 | -1.4
OCCCNc1ncnc2c1ncn2[C@H]1CN(Cc2ccc(Cl)cc2)C[C@@H](CO)O1 | . | i | 0 | 6 | -1 | -3 | -1 | i | 3 | -0.2
CC1CCN(CCCNC(=O)C2CCC(CNS(=O)(=O)c3ccccc3)CC2)CC1 (centres undefined) | -3 | i | -1 | -4 | 0 | -3 | 1 | i | -1 | 0.0

Rewritten field by field: entries from further up
Cc1c(NC(=O)c2ccc(Cl)c([N+](=O)[O-])c2)cccc1-n1cnnn1
  Scp1 inh: -3	Rpn11 block: i	CSN deneddyl inh: 0	Rin1-Abl PPI inh: 3	STEP block: 0	SUMO1 PPI mod: -23	NadD inh: 0	Neddylation inh: i	DNMT1 inh: -3	LMPTP inh: -1.1
Cc1ccc(NC(=O)COC(=O)COc2cccc3c2OC(C)(C)C3)cc1C
  Scp1 inh: -6	Rpn11 block: i	CSN deneddyl inh: -2	Rin1-Abl PPI inh: -2	STEP block: 2	SUMO1 PPI mod: -5	NadD inh: 1	Neddylation inh: i	DNMT1 inh: -1	LMPTP inh: 1.2

Additional structures follow.
SMILES | Scp1 inh | Rpn11 block | CSN deneddyl inh | Rin1-Abl PPI inh | STEP block | SUMO1 PPI mod | NadD inh | Neddylation inh | DNMT1 inh | LMPTP inh
Cc1ccccc1SC1CCN(C(=O)C2CCC(=O)N(C3CC3)C2)CC1 (centres undefined) | -6 | i | -1 | 1 | -2 | 4 | 2 | i | 1 | -1.9
CCc1nc2c(OCC(=O)c3ccc(F)cc3)cccn2c1N(C)C(=O)C(C)C | . | i | 2 | -1 | 0 | 1 | 1 | i | -1 | -0.8
Cc1ccc(NC(=O)CCn2cnc3ccccc3c2=O)cc1Cl | 6 | i | -4 | -5 | -5 | 2 | -1 | i | -1 | -2.4
CSc1ccc(CCNC(=O)c2cc(C)nn2-c2ccccc2)cc1 | -8 | i | 2 | -4 | 0 | -3 | -2 | i | -2 | 0.5
COC(=O)c1ccc(N)nc1 | 4 | i | 10 | 1 | 1 | 0 | -1 | i | -3 | -0.6
Cc1[nH]c2ccc(OC(=O)N3CCOCC3)cc2c1C(=O)OC(C)C | -4 | i | 1 | -1 | -1 | -2 | 0 | i | -2 | 0.3
CC1(C)Cc2noc(N)c2C(C)(C)N1OC(=O)c1cccs1 | -1 | i | 0 | 1 | 0 | 10 | -5 | i | -1 | -0.2
CN1CCN(c2ccc3c(c2)C2CC3CCN2C(=O)OCc2ccccc2)CC1 (centres undefined) | 0 | i | 1 | -1 | -2 | 3 | -8 | i | 0 | -1.0
CCOc1cc(/C=C2\SC(N3CCCCC3)=NC2=O)ccc1O | 3 | + | 17 | -5 | -1 | -27 | -5 | i | 3 | 1.8
COc1ccc(NC(C)=O)cc1S(=O)(=O)N1CC=C(c2ccccc2)CC1 | 8 | i | 4 | 2 | 3 | 3 | -1 | i | 16 | 0.6
COc1nc(NCc2ccco2)nc(N2CCC(C)CC2)n1 | -1 | i | 6 | -1 | 0 | -4 | -2 | i | 2 | 0.9
Cc1ccc(S(=O)(=O)NC(C)C(=O)OCC(=O)Nc2sccc2C(N)=O)cc1 (centres undefined) | . | i | -3 | -4 | -1 | 4 | 0 | i | 6 | -0.6
COCCN1CCN(C(=O)C2CCC(=O)N(Cc3cccc(C(F)(F)F)c3)C2)CC1 (centres undefined) | -15 | i | -2 | -3 | 1 | 8 | 2 | i | 0 | -0.2
O=C(C1CCC(CNc2c(N3CCCCC3)c(=O)c2=O)CC1)N1CCCCC1 (centres undefined) | -13 | i | -3 | 4 | -2 | 1 | 2 | i | 5 | 0.7
O=S1(=O)N=C(Nc2nncs2)c2ccccc21 | 0 | i | 1 | 1 | -2 | 5 | 0 | i | 2 | -0.4
COc1ccc(-c2nnc(N3CCC(C)CC3)c3ccccc23)cc1 | 0 | i | 3 | 1 | 0 | -3 | 4 | i | 4 | 1.6
COc1cccc(C(NC(C)=O)c2nc(-c3cccc(C(F)(F)F)c3)cs2)c1 (centres undefined) | . | i | -1 | 2 | 0 | 1 | -5 | i | -4 | 2.5
Cc1cc(C(=O)c2cccs2)c(N)s1 | -7 | + | 24 | -1 | 7 | -2 | 9 | i | -19 | 0.7
Cn1c(CN2CCN(c3cccc(Cl)c3)CC2)nc2ccccc21 | 16 | i | 2 | -4 | -1 | -4 | -2 | i | -5 | -0.8
O=C(CC1(c2ccc(Cl)cc2)C2CC3CC(C2)CC1C3)NCCO (centres undefined) | -5 | i | 5 | -5 | 1 | 3 | -6 | i | 1 | -2.1
Cc1ccc(C(=O)N/C(=C\c2ccc(-c3cccc([N+](=O)[O-])c3)o2)C(=O)NC(C)(C)C)cc1 | -9 | i | 1 | -2 | -4 | -7 | 6 | i | 8 | -2.7
CCOC(=O)C1CCN(C(=O)c2cn(CCOC)c(=O)c3c2c2ccccc2n3C)CC1 | -6 | i | 9 | -5 | 2 | -3 | -5 | i | -1 | -0.7
CC(C)c1nnc(NC(=O)CCC2CCCCC2)s1 | -6 | i | -5 | -2 | -5 | -1 | -6 | i | 0 | 0.0
C/C(=N\NC(=O)OC(C)(C)C)c1ccc(-n2ccnc2)cc1 | -4 | i | 3 | -1 | -2 | 0 | -3 | i | 1 | -0.2
O=C1Nc2ccccc2C(=O)N2[C@H](c3ccc(F)cc3)[C@@H]3C(=O)N(Cc4ccccc4)C(=O)[C@@H]3[C@H]12 | -3 | i | -2 | 3 | 2 | 4 | 1 | i | 5 | -1.3
Fc1ccccc1CN1CCCCCCC1 | -4 | i | -2 | 0 | -1 | 4 | 2 | i | 3 | -1.1

Some of these compounds in order of molecular weight, rising:
SMILES | Scp1 inh | Rpn11 block | CSN deneddyl inh | Rin1-Abl PPI inh | STEP block | SUMO1 PPI mod | NadD inh | Neddylation inh | DNMT1 inh | LMPTP inh
O=S1(=O)N=C(Nc2nncs2)c2ccccc21 | 0 | i | 1 | 1 | -2 | 5 | 0 | i | 2 | -0.4
CC(C)c1nnc(NC(=O)CCC2CCCCC2)s1 | -6 | i | -5 | -2 | -5 | -1 | -6 | i | 0 | 0.0
Cn1c(CN2CCN(c3cccc(Cl)c3)CC2)nc2ccccc21 | 16 | i | 2 | -4 | -1 | -4 | -2 | i | -5 | -0.8
Cc1ccc(C(=O)N/C(=C\c2ccc(-c3cccc([N+](=O)[O-])c3)o2)C(=O)NC(C)(C)C)cc1 | -9 | i | 1 | -2 | -4 | -7 | 6 | i | 8 | -2.7
